Source: PubChem BioAssay
SMARCA2 activ: activators of SMARCA2 function | actives 1% (n = 370,000) | activation, % at 9.1 µM | MG213 cells, MMTV-luciferase reporter, dexamethasone, overnight | AID 652017; in the data active means activation above about 7.8%;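 further: 0% = vehicle wells and 100% = reference activator wells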
HTRA1 inhibitor: inhibitors of human serine peptidase HTRA1 | Q92743 | recombinant HTRA1, FP-rhodamine activity-based probe, fluorescence polarization | inhibition, % at 5.96 µM | actives 0.5% (n = 340,000); in the data active means inhibition above about 36%;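 further: 0% = enzyme with DMSO and 100% = wells lacking enzyme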
ASAP1 inh: inhibitors of human ASAP1 ArfGAP activity; AID 624377; Q9ULH1; inhibition, % at 16.5 µM; actives 0.19% (n = 360,000); ASAP1-stimulated ARF1 GTP hydrolysis, GDP FP detection; in the data active means inhibition above about 25%;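 further: 0% = vehicle with enzyme and substrate and 100% = no enzyme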
Rev-erbA mod: modulates human Rev-erb alpha binding to DNA; P20393; Rev-erbα–FITC-DNA binding, fluorescence polarization, 90 min; activity, % at 10 µM; actives 0.79% (n = 370,000);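 active means activity above about 14%, limit read from the data; passing the limit was not always enough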;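 further: 0% = DMSO wells with 35 nM protein and 100% = DMSO wells with 750 nM protein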
GC-B act: GC-B (human) receptor activation. activation, % at 10 µM. P20594. HEK293-GC-B cells, CNP EC30, cGMP TR-FRET; 0% at EC30 CNP, 100% saturating CNP. AID 1920062. actives 0.11% (n = 370,000);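 active means activation at 10 µM reaching about 35% in either raw or pattern-adjusted values, limit read from the data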
ARFGAP1 inh: inhibits rat ARF GTPase activating protein 1; Arfgap1-stimulated ARF1 GTP hydrolysis, GDP FP detection; inhibition, % at 16.5 µM; Q62848; actives 0.26% (n = 360,000);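 active means inhibition above a per-plate limit, mean inhibition of low control wells plus 3 SD, cut at about 25% in these data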;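 further: 0% = DMSO wells with enzyme and 100% = wells lacking Arfgap1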
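Material – truncated rat Arfgap1 GAP domain · Buffer or medium – HEPES-based buffer, pH 7.5 · Reagent – human ARF1(Δ1-17)-GTP substrate · Dosing – 16.5 µM single point, 1.26% DMSO · Schedule – GTP hydrolysis reaction 2 h at 25 °C · Technique – GDP detection by fluorescence polarization · Benchmarks – No-Arfgap1 wells (100%) versus DMSO full-reaction wells (0%) · Repeats – single replicate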
mABHD4 FP: inhibits mouse alpha/beta hydrolase domain 4; purified mABHD4, FP-Rh probe fluorescence polarization; inhibition, % at 8.92 µM; Q8VD66; actives 0.54% (n = 370,000);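 active means inhibition exceeding the mean over every tested compound plus 3 SD, cut at about 30% in these data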;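 further: 0% = plate median of compound wells and 100% = S159A mutant with DMSO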
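Test system: mABHD4 protein | Buffer or medium: HEPES pH 7.0 buffer, 150 mM NaCl, 0.01% Pluronic F-127 | Probe or stimulus: FP-Rh fluorescent activity-based probe, added after compound pre-incubation | Timing: Pre-incubation 45 min, probe exposure 60 min, at 25 °C | Technique: Fluorescence polarization, excitation 525 nm, emission 598 nm, BODIPY TMR filters | Repeats: Single well per compound (singlicate)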
PG9 binder: binds the HIV-1 gp120 antibody PG9; actives 0.43% (n = 360,000); TR-FRET gp120-PG9 antibody binding; inhibition, % at 6.7 µM; in the data active means inhibition above about 8.5%
rCAG binder: molecules binding r(CAG) RNA repeats | r(CAG) RNA repeat, TO-PRO-1 dye displacement fluorescence | inhibition, % at 3 µM | actives 1.3% (n = 370,000);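 active means inhibition above the plate cutoff, the mean of all test compounds on that plate plus 3 SD, cut at about 35% in these data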;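 further: 0% = DMSO alone and 100% = 100 µM mitoxantrone as full dye displacement; higher means more dye released from RNA so lower well fluorescence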
NPR1 activator: GC-A (human) enzyme activation; AID 1671463; actives 0.14% (n = 370,000); activation, % at 10 µM; HEK293 GC-A cells, cGMP TR-FRET, EC30 ANP; 0% at EC30 ANP, 100% saturating ANP; in the data active means activation above about 40%
* hit, by the source's call; / = no result given; & = joins results of further samples; ! = a repeat was not active.

Second line of a record: GC-B act	ASAP1 inh	SMARCA2 activ	PG9 binder	HTRA1 inhibitor	NPR1 activator	rCAG binder	mABHD4 FP	Rev-erbA mod	ARFGAP1 inh
NNC(=O)CN1CCCc2ccccc21
→ 3	-13	-2	-4.6	4	2	1	-1	-3	-4
CCCN(CCC)S(=O)(=O)c1ccc(C(=O)N2CC3CCC(CC3)C2)cc1
→ 5	-2	-5	-3.7	5	0	-7	15	9	6
CC(=O)[C@@H]1[C@@H](C(=O)c2ccccc2)[C@]2(C(=O)Nc3ccccc32)[C@H]2C=Cc3cc(F)ccc3N12
→ -5	2	-2	-0.5	1	0	13	4	4	-7
CC(C(=O)OCC(=O)c1cccc([N+](=O)[O-])c1)N1C(=O)C2C3CCC(C3)C2C1=O (stereo unspecified)
→ 2	1	-2	-1.0	-6	-1	-4	-6	-1	10
C[C@H]1[C@H](N)CC[C@@]23CCCN2C(=O)CCC[C@@H]13
→ 3	/	/	/	/	-2	/	0	3	/
CSc1ncccc1C(=O)OCC(=O)NC1CCC(C)CC1 (stereo unspecified)
→ -3	3	-2	-2.3	4	-3	-1	-2	-1	7
Cc1cc(N2C(=O)C(O)=C(C(=O)c3cc4ccccc4o3)C2c2ccc([N+](=O)[O-])cc2)no1 (stereo unspecified)
→ 0	5	-1	-2.9	-17	-1	46*	-12	-5	0
Cc1cc(NS(=O)(=O)c2ccc(N)cc2)no1
→ 2	3	4	-3.2	3	-1	4	-3	-2&9	6
Cc1ccc(S(=O)(=O)N(CCCN2CCCC2=O)Cc2cc3c(C)ccc(C)c3[nH]c2=O)cc1
→ 1	-8	-1	0.8	6	-6	-3	-3	5	1
COCC(=O)N[C@H]1CC[C@@H](CC(=O)OC)O[C@@H]1CO
→ 0	-1	1	-1.1	/	-1	1	5	-3	-2
COc1ccc(S(=O)(=O)N2CCN(C)CC2)cc1C(=O)Nc1ccccc1
→ 3	-19	1	0.2	8	1	-4	-2	-6	15
COC(=O)CNC(=O)CNC1(C(=O)NCCc2c[nH]c3ccccc23)CCCCC1
→ -2	/	/	/	/	0	/	-3	-2	/
COc1cc(NC(=O)C2(C)CCN2C(=O)C(C)C)cc(OC)c1OC (stereo unspecified)
→ -2	-10	0	-1.8	/	-1	1	3	-4	9
CN1CCN(Cc2nc3ccccc3c(=O)n2Cc2nc(-c3ccc4ccccc4c3)cs2)CC1
→ 0&3	6&6	8.2*!	-1.8&0.3	-41&-24	6&2	8&-4	-12&-3	-4&3	-3&4
CN(C)C(=O)COn1c(SCC(=O)N(C)C)nc2ccccc2c1=O
→ 6	4	-4	0.5	-2	1	-1	4	0	3
CCCn1cc(CN2CCC(n3nccc3NC(=O)CCOc3ccccc3)CC2)c(C)n1
→ 1	2	-1	-0.2	3	0	-5	0	-8	-2
c1ccc2c(c1)CSc1ccccc1N2
→ -2	17	-5	2.7	/	-4	12	4	0	7
O=C(COC(=O)/C=C/c1ccc([N+](=O)[O-])cc1)NCc1cccs1
→ 2	-2	-1	-0.4	7	-4	-1	6	7	-7
O=C(O)c1cc(Cl)c(Cl)cc1C(=O)N(Cc1ccccc1)Cc1ccccc1
→ 3	6	0	1.1	-23	-5	37*	1	-3	0
CCN(C(=O)COC(=O)c1cc([N+](=O)[O-])ccc1N1CCCCC1)C1CCS(=O)(=O)C1 (stereo unspecified)
→ 2	-8	1	2.0	-2	-3	-4	-3	1	4
CC(=O)c1cccc(NC(=O)C2CCCN(S(=O)(=O)c3cccc4cccnc34)C2)c1 (stereo unspecified)
→ -11	5	-2	-1.5	1	0	-1	7	-3	7
Cc1ccc(Cn2c(CCNc3nc(-c4ccc(Cl)c([N+](=O)[O-])c4)cs3)nc3cc(Cl)c(Cl)cc32)cc1
→ 2	9	2	-2.9	-25	23	12	3	2	-2
OC[C@H]1CC[C@@H]2O[C@H](CCc3ccc(-c4ccc(F)cc4)cc3)[C@@H](n3cc(C4CC4)nn3)C[C@@H]2O1
→ 0	/	-2	/	/	22	8	-13	0	/
COc1ccc(S(=O)(=O)N2CCN(C(=O)c3ccc([N+](=O)[O-])o3)CC2)cc1
→ -7	1	-3	-4.2	2	-10	6	-2	2	12
CCOc1ccc(CCNC(=O)COC(=O)c2cc(OC)c(OC)cc2[N+](=O)[O-])cc1OCC
→ -1	-3	-3	-0.1	5	1	-6	3	5	-6
O=S(=O)(c1cccc2cccnc12)N(CCO)CCO
→ -4	5	0	-0.1	1	1	2	4	-5	-2
CCOC(=O)C1=C(C)c2ccccc2OC1(C(=O)OCC)C(C)C (stereo unspecified)
→ -7	-1	0	-1.1	-2	0	-2	0	6	-9
C=CCn1nnnc1SCC(=O)Nc1cccc(OC)c1
→ 1	12	-1	0.4	-4	-2	-1	-2	0	-10
C[C@H](O)[C@@H]1CN2CCc3c([nH]c4c(-c5ccc6c(c5)OCO6)cccc34)[C@@H]2C[C@@H]1N(C)C(=S)NCCc1ccccc1
→ -5	/	-2	/	/	-1	8	-11	-4	/
CCOc1ccc(NC(=O)[C@@H](NC(=O)c2ccccc2Br)C(C)C)cc1
→ -1	7	1	0.3	0	0	1	-1	-3	1

Going on with the list.
Second line of a record: GC-B act	ASAP1 inh	SMARCA2 activ	PG9 binder	HTRA1 inhibitor	NPR1 activator	rCAG binder	mABHD4 FP	Rev-erbA mod	ARFGAP1 inh
O=[N+]([O-])c1cc(S(=O)(=O)C(F)(F)F)ccc1N1CCN(c2ccccc2)CC1
→ 0	0	-5	-2.7	-5	0	0	-6	-3	-3
CC(C)OC(=O)Cn1nc(C(F)(F)F)c2c1CCCC2
→ 1	3	-4	-1.9	-1	-7	-2	-1	4	14
Cc1cccn2c(=O)c3cc(C(=O)NCC4CCCO4)c(=N)n(CC4CCCO4)c3nc12 (stereo unspecified)
→ -1	6	-2	1.8	2	12	2	-4	-4	-3
CCCN(CCC)CCNC(=S)Nc1ccc2nc3n(c(=O)c2c1)CCCCC3
→ -2	-8	2	1.9	-4	-1	-7	4	-6	6
COc1ccccc1C(=O)CC(=O)C(=O)Nc1cccc([N+](=O)[O-])c1C
→ 5	0	0	-2.0	-9	3	8	2	1	-1
COc1ccc(F)cc1Cn1nc(C(=O)O)c2ccccc2c1=O
→ -1	-4	-4	-1.1	3	1	1	-8	2	4
Cc1ccc2c(c1)cc(CN(Cc1cccnc1)C(=O)NCc1ccccc1)c1nnnn12
→ -5	3	1	-1.6	2	-4	-5	-1	0	-4
Cc1ccccc1OCC(=O)OCC(=O)NCC1CCCO1 (stereo unspecified)
→ 1	0	2	-3.1	14	5	-2	-1	1	8
O=C(NC1CC1)c1sc2cc([N+](=O)[O-])ccc2c1Cl
→ 3	5	-5	-0.9	8	2	6	3	-9	-2
COc1ccccc1N(C)S(=O)(=O)c1ccc(C(=O)N(CC(N)=O)C(C)C)cc1
→ 0	3	0	-2.0	-2	1	4	-4	-1	-4
CCN=C1S/C(=C\c2cn(CC)c3ccccc23)C(=O)N1CC
→ -5	8	5	-2.6	-10	0	4	3	6	-10
CN(C)C(=S)SCC(=O)NC(=O)NC(C)(C)C
→ -3	5	-1	0.2	0	-5	1	-1	-1	-6
CC(Sc1nnc(-c2cccs2)n1N)C(=O)NCC1CCCO1 (stereo unspecified)
→ 4	4	0	-1.9	4	3	0	1	7	-9
C=CCn1c(CNC(=O)c2ccco2)nnc1SCC(=O)c1ccccc1
→ 4	13	0	0.7	5	5	-3	4	1	20
CC(C)(C)SCCNC(=O)COc1ccc(Cl)cc1
→ 1	-6	1	1.5	-11	1	-7	-7	5	2
CC1ON=C(c2ccccn2)N(Cc2ccc3c(c2)OCO3)C1=O (stereo unspecified)
→ -9	0	-1	-2.5	/	-2	1	0	-7	8
CCn1nccc1C(=O)NC1=C(C#N)CCC1
→ 6	19	4	-3.3	7	1	1	1	4	2
Cc1cc(NC(=O)NC(C)(C(F)(F)F)C(F)(F)F)no1
→ 1	-7	-3	0.2	-2	3	-1	0	0	11
CC(C)NC(=O)COC(=O)c1cncc(Br)c1
→ 0	5	2	-2.5	8	2	0	6	-2	-3
COCCNC(=O)c1ccc2c(c1)ncn2-c1ccc(C)c(Cl)c1
→ 12	-6	-3	1.1	-9	7	-7	-5	1	5
CC(C)CN(C(=O)COC(=O)c1ccc2ccccc2c1)c1c(N)n(Cc2ccccc2)c(=O)[nH]c1=O
→ -5	7	-2	0.0	-8	-6	4	-9	-2	3
CC(C)CC(CC(C)C)=NNC(=O)c1ccc(CSc2nncn2C)cc1
→ 2	18	1	-0.3	-3	2	-1	1	3	4
COc1cc(O)c(C(=O)/C=C/c2ccccc2)c(OC)c1
→ -5	1	6	-2.1	-36	-5	5	-6	-2	3
COc1cc2c(cc1O)CCN(C(=O)c1ccco1)C2C (stereo unspecified)
→ 1	-6	1	-3.2	-2	2	2	-3	-6	-8
Cc1c(/C=N/n2cnnc2)c2ccccc2n1CCOc1ccc(Cl)cc1
→ -16	3	0	0.5	-39	-19	4	3	8	0
COc1cc(CC(=O)O)c(C(C)=O)cc1OC
→ 2	-2	2	-0.4	3	1	1	7	2	-1
Cc1cc(C)n(-c2nc3ccccc3nc2N2CCN(S(=O)(=O)c3ccc(F)c(C)c3)CC2)n1
→ -1	-19	-4	2.1	1	-4	-3	4	5	2
Cn1c(SCC(=O)N2CCN(c3ccccc3)CC2)nnc1-c1ccccc1
→ -2	1	2	-0.5	7	-3	1	0	0	0
Cc1ccc(C)c(NC(=O)c2cc(-c3cc(C)c(C)cc3O)n[nH]2)c1
→ -1	10	11*	-1.1	-10	7	11	-4	-2	-8
Cc1ccc2oc(/N=C(\N)NC(=O)C(C)(C)C)nc2c1
→ /	-4	-14	-0.3	10	/	0	13	5	16

Following part:
Second line of a record: GC-B act	ASAP1 inh	SMARCA2 activ	PG9 binder	HTRA1 inhibitor	NPR1 activator	rCAG binder	mABHD4 FP	Rev-erbA mod	ARFGAP1 inh
CCN(CC)S(=O)(=O)c1ccc(-c2nnc(SCc3nnc(-c4ccccc4)o3)o2)cc1
→ 2	11	3	0.3	1	-5	2	2	-5	11
COc1ccc(S(=O)(=O)n2nc(OC(C)=O)cc2N)cc1
→ 4	6	2	-1.2	2	-2	0	2	-7	0
Cc1ccc(-c2nc3ccccc3n2C(C(=O)NC(C)(C)C)C2CC2)cc1 (stereo unspecified)
→ 0	-1	0	-1.4	/	0	2	8	-2	0
COc1cccc(C(C(=O)NC2CCCC2)N(C(=O)c2ccco2)C2CC2)c1OC (stereo unspecified)
→ -2	-2	0	1.8	3	-2	-3	1	3	5

An excerpt of these results, field by field:
COc1cc(CC(=O)O)c(C(C)=O)cc1OC
  GC-B act = 2	ASAP1 inh = -2	SMARCA2 activ = 2	PG9 binder = -0.4	HTRA1 inhibitor = 3	NPR1 activator = 1	rCAG binder = 1	mABHD4 FP = 7	Rev-erbA mod = 2	ARFGAP1 inh = -1
Cc1cc(C)n(-c2nc3ccccc3nc2N2CCN(S(=O)(=O)c3ccc(F)c(C)c3)CC2)n1
  GC-B act = -1	ASAP1 inh = -19	SMARCA2 activ = -4	PG9 binder = 2.1	HTRA1 inhibitor = 1	NPR1 activator = -4	rCAG binder = -3	mABHD4 FP = 4	Rev-erbA mod = 5	ARFGAP1 inh = 2
